Bioassay records deposited in PubChem BioAssay by several laboratories.
NALP1 inh: NALP1 inhibition | S. cerevisiae NALP1/ASC/caspase-1 growth, X-gal OD620, 72 h | inhibition, % at 10 µM | actives 0.61% (n = 280,000) | AID 2071; in the data active = inhibition mostly above about 24%, no sharp cut-off; inactive = mostly below about 32%; also: some compounds called inactive have numbers as strong as hits
MEKK2mut PB1 HTS: signal of MEK5 binding to mutant human MEKK2 PB1 domain; actives 0.35% (n = 290,000); bead flow cytometry, Alexa488-MEK5 binding to MEKK2 mutant; AID 1530; percent response, % at 10 µM; in the data active = percent response above about 24%, passing the limit was not always enough; also: inactives centre near 1; some results filed as inactive read as strong as hits
GPR7 antag: antagonists of human GPR7 (neuropeptides B/W receptor 1). inhibition, % at 4.4 µM. GPR7-expressing cells, fluorescence antagonist assay. AID 1861. actives 1.1% (n = 290,000). P48145; in the data active = inhibition above about 16%, passing the limit was not always enough;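 also: cells stimulated with the agonist NPW; 0% = agonist with vehicle and 100% = vehicle without agonist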
Target sequence (P48145 whole entry, looked up): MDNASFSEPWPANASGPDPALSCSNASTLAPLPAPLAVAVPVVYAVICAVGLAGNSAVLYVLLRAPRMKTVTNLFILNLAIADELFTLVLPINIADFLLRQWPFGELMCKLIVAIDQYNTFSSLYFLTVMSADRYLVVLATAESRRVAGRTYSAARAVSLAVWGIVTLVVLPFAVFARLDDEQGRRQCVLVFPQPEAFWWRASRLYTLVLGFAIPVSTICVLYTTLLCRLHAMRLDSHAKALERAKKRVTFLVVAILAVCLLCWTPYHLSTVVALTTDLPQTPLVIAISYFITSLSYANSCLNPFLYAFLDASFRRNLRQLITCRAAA
M18AAP inhibitor: blocks P. falciparum M18 aspartyl aminopeptidase; recombinant PfM18AAP, H-Glu-NHMec fluorogenic cleavage; inhibition, % at 7.35 µM; actives 1.2% (n = 290,000); AID 1822;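 active = inhibition above the campaign mean inhibition over all tested compounds plus 3 SD, cut at about 28% in these data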;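 also: 0% = plate median of test compound wells and 100% = 2 mM ZnCl2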
OXTR ag: agonists of human oxytocin receptor; activation, % at 3 µM; actives 0.32% (n = 320,000); CHO-OTR cells, Fluo-8 calcium fluorescence; normalized: DMSO 0%, oxytocin 100%;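 active = activation above the mean of all tested compounds plus 3 SD, cutoff set per screening run, cut at about 20% in these data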;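 also: peak over basal fluorescence ratio from a 100 s FLIPR kinetic read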
Target sequence (P30559 whole entry, looked up): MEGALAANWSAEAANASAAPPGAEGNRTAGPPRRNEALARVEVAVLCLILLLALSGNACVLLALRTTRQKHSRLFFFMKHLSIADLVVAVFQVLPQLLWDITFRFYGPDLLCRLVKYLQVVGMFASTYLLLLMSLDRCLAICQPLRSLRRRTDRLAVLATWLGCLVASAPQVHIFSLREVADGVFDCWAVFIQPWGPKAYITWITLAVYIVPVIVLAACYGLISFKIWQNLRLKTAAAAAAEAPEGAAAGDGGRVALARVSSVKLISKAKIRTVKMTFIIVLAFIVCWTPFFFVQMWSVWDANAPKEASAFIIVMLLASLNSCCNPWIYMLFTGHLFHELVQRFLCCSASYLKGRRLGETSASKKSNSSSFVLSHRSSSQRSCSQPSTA
V1aR counter: V1a receptor agonism, counter-screen for OXTR agonists | P37288 | CHO-V1R cells, Fluo-8 calcium fluorescence, agonist mode; 0% DMSO, 100% 3 nM vasopressin | activation, % at 3 µM | actives 0.25% (n = 320,000) | AID 2797;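 active = activation above the mean activation of all tested compounds plus 3 SD, per screening run, cut at about 20% in these data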;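 also: signal is peak over basal fluorescence ratio across a 100 second FLIPR read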
OXTR potentiator: potentiators of human oxytocin receptor; CHO-OTR cells, Fluo-8 calcium fluorescence, potentiator mode; 0% = oxytocin EC15, 100% = EC100; activation, % at 3 µM; actives 0.061% (n = 320,000);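 active = activation above that plate's cutoff, the mean activation of tested compounds plus 3 SD, cut at about 6.6% in these data, passing the limit was not always enough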;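 also: 100% uses oxytocin at 75 nM as the full agonist control; some results filed as inactive read as strong as hits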
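Material: human OTR in CHO cells. Compound: 3.0 µM, one dose. Timing: compound 6 min at room temperature before oxytocin, 100 s read. Evaluation: % activation of max/min ratio relative to oxytocin controls. Replication: single well per compound, singlicate. Signal: Fluo-8 calcium dye fluorescence.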
MEKK2 WT-MEK5: raises or lowers MEK5 binding to wildtype human MEKK2 PB1 domain. Q9Y2U5. bead flow cytometry, Alexa488-MEK5 binding to MEKK2 WT; actives lie on both sides. binding response (% of control), % at 10 µM. actives 1.1% (n = 290,000). AID 1531; in the data active = binding response below about 67% or above about 130%
GalR3 antag: blocks the human galanin receptor 3; inhibition, % at 3 µM; actives 0.44% (n = 360,000); HEK293 GalR3-CNG cAMP membrane potential fluorescence; galR3 body fused to GalR1 C-terminus; O60755; AID 651719;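 active = inhibition above the screen-wide average plus 3 SD, cut at about 13% in these data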;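 also: forskolin and galanin both at EC90 stimulate the cells; cAMP rise reported by CNG channel membrane potential dye signal; 0% = forskolin plus galanin with DMSO and 100% = forskolin alone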
Target sequence (O60755 1-299 limits assumed): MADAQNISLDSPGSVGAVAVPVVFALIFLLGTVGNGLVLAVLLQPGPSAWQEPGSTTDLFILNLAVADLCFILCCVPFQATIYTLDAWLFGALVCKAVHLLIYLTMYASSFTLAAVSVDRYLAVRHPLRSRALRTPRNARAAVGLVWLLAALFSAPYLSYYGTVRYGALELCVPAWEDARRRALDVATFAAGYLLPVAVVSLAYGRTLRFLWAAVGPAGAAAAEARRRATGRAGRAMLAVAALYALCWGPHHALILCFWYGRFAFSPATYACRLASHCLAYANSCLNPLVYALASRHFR
* = called active by the depositor. Rows are unselected; about 4.1% have a hit in one of these screens.

Screening COc1ccc(OC(C)C(=O)N(C)Cc2nc(-c3ccc(OC)cc3)no2)cc1 (configuration not stated) returned NALP1 inh 19, MEKK2mut PB1 HTS 0, GPR7 antag 8, M18AAP inhibitor -10, OXTR ag 4.7, V1aR counter 6.5, OXTR potentiator -5, MEKK2 WT-MEK5 102 and GalR3 antag -9.
For Cc1ccc(S(=O)(=O)N(CC(=O)O)Cc2ccco2)cc1 the results were MEKK2mut PB1 HTS 8, GPR7 antag -11, M18AAP inhibitor -13, OXTR ag -0.7, V1aR counter 0.4, OXTR potentiator -15, MEKK2 WT-MEK5 112 and GalR3 antag -5.
`CCN(Cc1nc(-c2ccc(OC)cc2)no1)C(=O)c1ccc2c(c1)OCO2` gave NALP1 inh 16, MEKK2mut PB1 HTS -3, GPR7 antag -13, M18AAP inhibitor -3, OXTR ag 3.0, V1aR counter 4.8, OXTR potentiator -4, MEKK2 WT-MEK5 99 and GalR3 antag -10.
For CCN(CC(=O)NCc1ccc(Cl)cc1)C(=O)c1sccc1C the results were OXTR ag 0.8, V1aR counter 1.7, OXTR potentiator 6 and GalR3 antag 6.
`O=C(CSc1nnc(-c2ccccn2)n1Cc1ccccc1)NC1CCCC1` gave NALP1 inh 19, GPR7 antag 7, M18AAP inhibitor -2, OXTR ag -0.2, V1aR counter 0.4, OXTR potentiator -8 and GalR3 antag -6.
For COc1ccccc1C(=O)NCC(=O)N/N=C/c1ccc([N+](=O)[O-])cc1 the results were NALP1 inh 35, MEKK2mut PB1 HTS -11, GPR7 antag 6, M18AAP inhibitor -14, OXTR ag 1.2, V1aR counter 0.1, OXTR potentiator -5, MEKK2 WT-MEK5 76 and GalR3 antag -3.
`NC(=O)c1ccccc1NC(=O)c1ccccc1Cl` gave NALP1 inh 2, MEKK2mut PB1 HTS -28, GPR7 antag -3, M18AAP inhibitor -2, OXTR ag 1.2, V1aR counter -0.1, OXTR potentiator 0, MEKK2 WT-MEK5 78 and GalR3 antag -5.
For CCN(CC)CCC(c1cc(OC)c(OC)c(OC)c1)c1c(O)cc(OC)cc1OC (configuration not stated) the results were NALP1 inh 5, MEKK2mut PB1 HTS 2, OXTR ag 0.4, V1aR counter 0.6, OXTR potentiator 3, MEKK2 WT-MEK5 92 and GalR3 antag -5.
`CC(C)CNC(=O)CSc1nc2scc(-c3ccccc3)c2c(=O)[nH]1` gave NALP1 inh 31, MEKK2mut PB1 HTS -2, GPR7 antag -2, M18AAP inhibitor 8, OXTR ag 1.9, V1aR counter 2.5, OXTR potentiator -6, MEKK2 WT-MEK5 101 and GalR3 antag -3.
`Cc1ccc(NC(=O)C2CCCN2S(=O)(=O)c2cccc3cccnc23)cc1F` (configuration not stated) gave NALP1 inh 22, MEKK2mut PB1 HTS 8, GPR7 antag -7, M18AAP inhibitor -10, OXTR ag -1.3, V1aR counter 0.2, OXTR potentiator -2, MEKK2 WT-MEK5 115 and GalR3 antag -2.
`CN1C(=O)C(O)(CC(=O)/C=C/C=C/c2ccccc2)c2ccccc21` (configuration not stated) gave NALP1 inh 21, MEKK2mut PB1 HTS -1, GPR7 antag 23*, M18AAP inhibitor -3, OXTR ag 1.2, V1aR counter 0.6, OXTR potentiator 0, MEKK2 WT-MEK5 97 and GalR3 antag -3.
For CC(C)c1nnc(NC(=O)CCC(=O)NCc2ccco2)s1 the results were NALP1 inh 14, MEKK2mut PB1 HTS -3, GPR7 antag -1, M18AAP inhibitor 2, OXTR ag 0.8, V1aR counter -0.1, OXTR potentiator -3, MEKK2 WT-MEK5 97 and GalR3 antag -3.
`CCOC(=O)COc1nc(-c2ccc(Cl)cc2)cc(-c2ccco2)c1C#N` gave MEKK2mut PB1 HTS 1, GPR7 antag -9, M18AAP inhibitor -6, OXTR ag -1.8, V1aR counter -0.7, OXTR potentiator -7, MEKK2 WT-MEK5 97 and GalR3 antag 11.
For CCCCC(=O)NN(C)c1nc(-c2ccccc2)nnc1C(F)(F)F the results were NALP1 inh -2, MEKK2mut PB1 HTS 1, GPR7 antag -9, M18AAP inhibitor 2, OXTR ag 1.7, V1aR counter 2.9, OXTR potentiator -12, MEKK2 WT-MEK5 102 and GalR3 antag -3.
For COc1cccc(C(C(=O)NC2CCCCC2)N(CC2CCCO2)C(=O)CNC(=O)c2ccco2)c1 (configuration not stated) the results were NALP1 inh 12, MEKK2mut PB1 HTS -3, GPR7 antag -12, M18AAP inhibitor -11, OXTR ag -0.5, V1aR counter -0.1, OXTR potentiator -3, MEKK2 WT-MEK5 97 and GalR3 antag -2.

Of the compounds above, these have fluorine.
`Cc1ccc(NC(=O)C2CCCN2S(=O)(=O)c2cccc3cccnc23)cc1F` (configuration not stated) gave NALP1 inh 22, MEKK2mut PB1 HTS 8, GPR7 antag -7, M18AAP inhibitor -10, OXTR ag -1.3, V1aR counter 0.2, OXTR potentiator -2, MEKK2 WT-MEK5 115 and GalR3 antag -2.
For CCCCC(=O)NN(C)c1nc(-c2ccccc2)nnc1C(F)(F)F the results were NALP1 inh -2, MEKK2mut PB1 HTS 1, GPR7 antag -9, M18AAP inhibitor 2, OXTR ag 1.7, V1aR counter 2.9, OXTR potentiator -12, MEKK2 WT-MEK5 102 and GalR3 antag -3.

Other results:
Screening Cc1ccc(/C=C/C(=O)O)cc1S(=O)(=O)N1CCc2ccccc21 returned NALP1 inh 16, MEKK2mut PB1 HTS 2, GPR7 antag 1, M18AAP inhibitor -5, OXTR ag -0.3, V1aR counter 0.7, OXTR potentiator -10, MEKK2 WT-MEK5 106 and GalR3 antag -8.
For COC(C(=O)N/N=C(\C)c1ccc(C)cc1)c1ccccc1 (configuration not stated) the results were NALP1 inh 1, MEKK2mut PB1 HTS 9, GPR7 antag -1, M18AAP inhibitor 5, MEKK2 WT-MEK5 111 and GalR3 antag -4.
S=C(Nc1ccccc1Cl)N1CCN(c2ccccn2)CC1 was read as NALP1 inh 4, MEKK2mut PB1 HTS 5, GPR7 antag -11, M18AAP inhibitor 11, OXTR ag 0.9, V1aR counter 0.8, OXTR potentiator -3, MEKK2 WT-MEK5 109 and GalR3 antag 0.
`CC(=O)c1ccccc1N(C(=O)c1ccco1)C(C(=O)NC1CCCC1)c1ccc(C)cc1` (configuration not stated) gave NALP1 inh 8, MEKK2mut PB1 HTS 1, GPR7 antag -9, M18AAP inhibitor -6, OXTR ag -2.1, V1aR counter -0.7, OXTR potentiator -6, MEKK2 WT-MEK5 98 and GalR3 antag -11.
Screening Cc1cc(C)c(Cn2c3ccccc3c3cnn(CC(=O)NCc4ccccn4)c(=O)c32)c(C)c1 returned NALP1 inh 16, MEKK2mut PB1 HTS 2, GPR7 antag -14, M18AAP inhibitor -10, OXTR ag -0.4, V1aR counter 1.3, OXTR potentiator -9, MEKK2 WT-MEK5 101 and GalR3 antag -11.
For CCOc1ccc(N(CC(=O)NCCc2ccc(OC)cc2)S(C)(=O)=O)cc1 the results were NALP1 inh -3, MEKK2mut PB1 HTS 1, GPR7 antag -7, M18AAP inhibitor -7, OXTR ag -0.3, V1aR counter 0.6, OXTR potentiator -10, MEKK2 WT-MEK5 100 and GalR3 antag -8.
For Cc1noc(C)c1COC(=O)C1COc2ccccc2O1 (configuration not stated) the results were NALP1 inh -15, MEKK2mut PB1 HTS -5, GPR7 antag -9, M18AAP inhibitor -6, OXTR ag 0.6, V1aR counter 1.3, OXTR potentiator -7, MEKK2 WT-MEK5 95 and GalR3 antag -4.
Cc1ccc(CNS(=O)(=O)c2ccc3c(c2)CCN3C(=O)C2CCC2)cc1 was read as NALP1 inh 20, MEKK2mut PB1 HTS -8, GPR7 antag 10, M18AAP inhibitor -16, OXTR ag 3.9, V1aR counter 5.3, OXTR potentiator -12, MEKK2 WT-MEK5 96 and GalR3 antag 4.
For CCCN1CCN(CCCNC(=O)CCn2nc(-c3ccccc3)ccc2=O)CC1 the results were NALP1 inh -4, MEKK2mut PB1 HTS -19, GPR7 antag 7, M18AAP inhibitor 9, OXTR ag 0.6, V1aR counter 0.5, OXTR potentiator -8, MEKK2 WT-MEK5 82 and GalR3 antag -3.
For Cc1cc(Cl)c(S(=O)(=O)NCc2cccnc2)cc1OCC(=O)NC1CCCCC1 the results were NALP1 inh 2, MEKK2mut PB1 HTS 1, GPR7 antag -12, M18AAP inhibitor -1, OXTR ag -1.1, V1aR counter -0.7, OXTR potentiator -6, MEKK2 WT-MEK5 103 and GalR3 antag -2.
For COc1ccc(CCNC(=O)c2cc3c(F)cccc3s2)cc1OC the results were NALP1 inh 18, MEKK2mut PB1 HTS 0, GPR7 antag -7, M18AAP inhibitor -9, OXTR ag 5.2, V1aR counter 13, OXTR potentiator -9, MEKK2 WT-MEK5 102 and GalR3 antag -9.
`COC(=O)c1ccccc1NC(=O)CN(C1CCCCC1)S(C)(=O)=O` gave NALP1 inh 3, MEKK2mut PB1 HTS -1, GPR7 antag 0, M18AAP inhibitor -5, OXTR ag -0.6, V1aR counter -0.7, OXTR potentiator -3, MEKK2 WT-MEK5 98 and GalR3 antag -6.
COc1ccc(OC)c(S(=O)(=O)N2CCCC(C(=O)NCCc3ccccc3)C2)c1 (configuration not stated) was read as NALP1 inh -8, MEKK2mut PB1 HTS -5, GPR7 antag -13, M18AAP inhibitor 1, OXTR ag -1.0, V1aR counter -0.1, OXTR potentiator 4, MEKK2 WT-MEK5 100 and GalR3 antag -1.
For O=C(CNC(=O)N1CC(=O)Nc2ccccc21)NCCc1ccc(Cl)cc1 the results were NALP1 inh 14, MEKK2mut PB1 HTS 3, GPR7 antag -1, M18AAP inhibitor -6, OXTR ag -1.1, V1aR counter 2.4, OXTR potentiator 1, MEKK2 WT-MEK5 102 and GalR3 antag 1.
COc1ccc(C)cc1NC(=O)COC(=O)Cc1ccc(-c2ccccc2)cc1 was read as NALP1 inh 19, MEKK2mut PB1 HTS 3, GPR7 antag -15, M18AAP inhibitor 2, OXTR ag 0.9, V1aR counter 0.7, OXTR potentiator -3, MEKK2 WT-MEK5 103 and GalR3 antag -3.
Screening Cc1cc(C(=O)COC(=O)c2ccc[nH]c2=O)c(C)n1C returned NALP1 inh 22, MEKK2mut PB1 HTS 0, GPR7 antag -4, M18AAP inhibitor 3, OXTR ag -1.3, V1aR counter 0.2, OXTR potentiator -5, MEKK2 WT-MEK5 105 and GalR3 antag -4.
Cc1cccc(C(C#N)c2nc3ccccc3nc2C(F)(F)F)c1 (configuration not stated) was read as MEKK2mut PB1 HTS 11, GPR7 antag -4, M18AAP inhibitor -4, OXTR ag -1.7, V1aR counter -1.0, OXTR potentiator -21, MEKK2 WT-MEK5 110 and GalR3 antag -1.
For COc1cccc(-n2ccnc2SCC(=O)Nc2cc(OC)ccc2OC)c1 the results were NALP1 inh 13, MEKK2mut PB1 HTS -9, GPR7 antag 38*, M18AAP inhibitor -9, OXTR ag 2.9, V1aR counter 2.8, OXTR potentiator -7, MEKK2 WT-MEK5 94 and GalR3 antag -2.
